BCR signal inh: blocks chronic active B-cell receptor signaling; ABC-DLBCL IkBa-CBG/CBR reporter, luminescence ratio, 4 h; Potency, µM (highest dose often 46.1 µM), for inactives: at the top dose ratio change, negative = lower green/red ratio, most hits filed as inhibitors; 340,000 compounds, 0.05% hits; active = well fitted inhibition curve with a large enough effect in the signal ratio, with a control signal flat, not every such curve was filed as active; inconclusive = small, poorly fitted or top-dose-only effect, or effect the other way, or a change in a side signal; the % refers to the signal ratio;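 also: potency is read from the fitted curve at half-maximal effect; plate controls were basal doxycycline-induced cells for no effect and cells given 10 µM MG132 for full effect; MG132 reads +100%, hits lower the ratio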
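TMD8 ABC-DLBCL cells carrying doxycycline-inducible green luciferase fused to IkappaBalpha plus unfused red luciferase were exposed to compounds (up to 46 uM) for 4 hrs at 37C. Activity came from the overlap-corrected green/red luminescence ratio.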
KCNH2 WT inh: blocks the wildtype human KCNH2 potassium channel. Q12809. U2OS, BacMam KCNH2, thallium flux FluxOr; active compounds read low. activity change, % at 1.84 µM. 340,000 compounds, 0.37% hits. AID 720551;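 active = maximum activity change below -70%; inconclusive = maximum activity change between -70% and -50%; inactive = maximum activity change above -50%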; also: % is scaled to controls: 0 for no effect and ±100 for the full control effect
Target sequence (Q12809 whole entry, looked up): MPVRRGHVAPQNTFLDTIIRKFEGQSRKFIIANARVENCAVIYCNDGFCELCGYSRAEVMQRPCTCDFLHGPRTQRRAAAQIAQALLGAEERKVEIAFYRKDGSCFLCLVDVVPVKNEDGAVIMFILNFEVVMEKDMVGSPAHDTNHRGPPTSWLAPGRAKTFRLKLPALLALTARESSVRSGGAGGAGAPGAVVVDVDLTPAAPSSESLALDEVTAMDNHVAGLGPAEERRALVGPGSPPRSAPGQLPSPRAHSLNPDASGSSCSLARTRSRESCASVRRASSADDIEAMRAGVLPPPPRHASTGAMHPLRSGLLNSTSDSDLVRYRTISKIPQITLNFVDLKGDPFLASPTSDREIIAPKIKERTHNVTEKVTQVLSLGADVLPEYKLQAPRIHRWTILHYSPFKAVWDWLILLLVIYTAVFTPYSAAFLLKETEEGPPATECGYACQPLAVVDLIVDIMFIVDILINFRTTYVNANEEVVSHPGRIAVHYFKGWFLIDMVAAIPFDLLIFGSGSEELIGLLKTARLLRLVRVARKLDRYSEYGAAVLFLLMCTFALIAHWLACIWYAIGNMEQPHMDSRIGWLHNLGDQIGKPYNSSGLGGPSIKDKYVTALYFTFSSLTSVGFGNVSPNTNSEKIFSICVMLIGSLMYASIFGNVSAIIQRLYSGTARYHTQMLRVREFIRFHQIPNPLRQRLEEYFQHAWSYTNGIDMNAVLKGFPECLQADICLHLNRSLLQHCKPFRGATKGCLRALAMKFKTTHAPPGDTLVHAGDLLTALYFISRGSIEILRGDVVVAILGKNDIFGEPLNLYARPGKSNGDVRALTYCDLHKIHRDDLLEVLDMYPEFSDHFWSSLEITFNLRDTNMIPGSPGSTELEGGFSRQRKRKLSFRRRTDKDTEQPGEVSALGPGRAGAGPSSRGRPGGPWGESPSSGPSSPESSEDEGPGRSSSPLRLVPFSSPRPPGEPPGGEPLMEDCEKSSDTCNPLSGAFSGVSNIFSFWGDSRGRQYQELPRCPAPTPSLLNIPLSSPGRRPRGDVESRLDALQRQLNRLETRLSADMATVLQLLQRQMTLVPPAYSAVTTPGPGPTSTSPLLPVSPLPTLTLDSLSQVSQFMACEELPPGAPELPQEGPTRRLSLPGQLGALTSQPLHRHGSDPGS
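U2OS cells transduced with wild-type KCNH2 virus are loaded with FluxOr dye for 45 min, and thallium flux is measured in kinetic reads before and after stimulation buffer. Rate constants are normalized to DMSO controls.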
Tb PFK block: blocks T. brucei phosphofructokinase; O15648; T. brucei PFK, ADP-Glo luminescence; Potency, µM (top dose mostly 57.5 µM), inactives show at the top dose activity, negative = inhibition, most hits filed as inhibitors; 330,000 compounds, 0.17% hits; AID 485367;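 also: potency is read from the fitted curve at half-maximal effect; 0% = uninhibited 1x PFK enzyme wells and -100% = no-enzyme wells; nearly all actives have a fitted effect of over 60% in size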
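Activity is normalized to no-enzyme wells (full inhibition) and 1.25 nM enzyme wells (no inhibition). Reaction: 0.5 mM F6P, 0.1 mM ATP, 45 min RT, ADP-Glo luminescence; concentration-response curves fitted and classed by quality.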
CXXC DNA block: blocks binding of human MLL CXXC domain to DNA; Q03164; MLL-CXXC / FITC-HOXA9 DNA fluorescence polarization; Potency, µM (series often up to 115 µM), for inactives: at the highest dose activity change, negative = inhibition, most hits filed as inhibitors; 290,000 compounds, 0.037% hits; active = well fitted inhibition curve with a large enough effect in the polarisation, with a control signal flat, not every such curve was filed as active; inconclusive = small, poorly fitted or top-dose-only effect, or effect the other way, or a change in a side signal; inactive = no such curve, though single readings can be large or run the other way; the % refers to the polarisation; also: potency is read from the fitted curve at half-maximal effect
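Fluorescence polarization: 7 uM MLL-CXXC (stock) preincubated 5 min with compounds, then 50 nM fluorescein-HOX-A9 DNA (stock) added; 30 min ambient. Buffer 50 mM Tris-HCl pH 7.5, 50 mM NaCl, 1 mM DTT, 0.05% BSA.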
TCR act: activates T cell receptor signaling. 330,000 tested, under 10 active. AID 504894. primary human leukocytes, anti-CD3, IL-2 HTRF, 48 h. Potency, µM (highest dose often 9.22 µM), inactives show at the top dose activation of IL-2 secretion, actives largely listed as activators; also: % of control where 0% means no effect
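Activity was scored as IL-2 release from primary human leukocytes given only a TCR signal (a-CD3 beads) plus compound for 48 hr. Detection used a two-antibody HTRF format read at 665nm.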
A-T KAP1 phos: potential ataxia-telangiectasia treatments restoring KAP-1 phosphorylation | […] A-T fibroblasts, KAP-1 phosphorylation AlphaLISA; neocarzinostatin DNA damage 30 min before lysis | Potency, µM (top dose mostly 57.5 µM), for the others: top-dose activation, hits mostly activators | 320,000 compounds, 0.19% hits | AID 485349; also: potency is read from the fitted curve at half-maximal effect; % of control where 0% means no effect; nearly all actives have a fitted effect of over 45% in size
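ATM-like activity read as KAP-1 phosphorylation via AlphaLISA donor/acceptor antibody pairs after lysis and 6 hr at 25C. Cells were ATM-null patient fibroblasts ([…], hTERT), dosed 60 min, then exposed to the DSB inducer NCS for 30 min.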
FBPA coupling cs: inhibits coupling enzyme system, counter-screen for aldolase hits. activity change, negative = inhibition, % at 58.2 µM, hits read low. 290,000 compounds, 0.67% hits. AID 2472. coupling enzyme system counterscreen, AmpLite Red fluorescence; in the data active = activity change below about -30%; also: % is scaled to controls: 0 for no effect and ±100 for the full control effect
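First, compound is pin-transferred into glyceraldehyde-3-phosphate coupling-enzyme reagent at 57.5 uM final and held 10 min at RT. Next, substrate, coupling system and AmpLite Red are added. After 20 min RT, fluorescence (525/598 nm) is read.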
GALK inhibitor: inhibitors of human galactokinase. P51570. Purified GALK, Kinase-Glo residual ATP luminescence. Potency, µM (titrated, usually from 57.5 µM), for inactives: top-dose activity change, negative = inhibition, usual class: inhibitors. 270,000 compounds, 0.007% hits; also: potency is read from the fitted curve at half-maximal effect; % is scaled to controls: 0 for no effect and ±100 for the full control effect
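Luminescence from leftover ATP (Ultra-Glo luciferase/luciferin) served as read-out after a 1 h room-temperature reaction of 5 nM GALK with 35 uM ATP and 100 uM galactose.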
Giardia killer: kills Giardia lamblia; Giardia lamblia trophozoite viability; activity change, % at 7.66 µM, hits read low; 340,000 compounds, 0.15% hits; AID 540267; in the data active = activity change below about -80%; inconclusive = between about -30% and that limit;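 also: parasites exposed to compound for two days anaerobically before the ATP read; % is scaled to controls: 0 for no effect and ±100 for the full control effect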
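Luminescence from cellular ATP indicates surviving trophozoites (100 cells/well) following 48 hrs anaerobic compound treatment at 37 deg C; signal develops 15-30 min at room temperature.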
TSHR antagonist: antagonists of human thyroid stimulating hormone receptor | AID 504810 | TSHR-expressing cells, TSH-stimulated cAMP HTRF, 2 h; active compounds read low | 330,000 compounds, 0.2% hits | activity change, negative = inhibition, % at 11.5 µM | P16473;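 active = activity change below a set negative limit, meaning inhibition stronger than a set level, cut at about -70% in these data; inconclusive = activity change between two set negative limits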; also: % is scaled to controls: 0 for no effect and ±100 for the full control effect
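TSHR-expressing cells, 200/well, pre-treated with compound, then stimulated with EC80 TSH (4nM final) for 2 hours at 37 deg C. cAMP measured by competitive HTRF: anti-cAMP cryptate antibody in lysis buffer plus cAMP-d2, read after 30 minutes at room temperature.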
* = called active by the depositor; i = inactive; ? = inconclusive; · = no result given; & = joins results of further samples; [ ] = another dose, or the depositor's remark. Unless noted, calls follow the shape of the dose curve; as a rule, active = well fitted curve in the direction sought with a large enough effect; inconclusive = small, poorly fitted or top-dose-only effect, or another doubt; inactive = no such curve, though single readings can be large; an effect the other way counts as inactive or inconclusive.

SMILES	BCR signal inh	KCNH2 WT inh	Tb PFK block	CXXC DNA block	TCR act	A-T KAP1 phos	FBPA coupling cs	GALK inhibitor	Giardia killer	TSHR antagonist
CN(Cc1ccccc1F)C(=O)CNC(=O)Cc1cccc2ccccc12	?	2	-3%	-1%	-3%	-5%	·	-1%	-6	5
Cc1ccc(NC(=O)CSc2ccc3c(c2)OCCO3)c(O)c1	-5%	-6	2%	-1%	9%	12%	·	6%	-4	-27
O=C(NCc1cccnc1)c1ccccc1NS(=O)(=O)c1ccc(Br)cc1	0%	-2	3%	·	-8%	5%	·	·	-6	-12
COc1ccc(CNC2c3ccccc3-c3ccccc32)cc1OC	-2%	-9	-4%	14%	0%	4%	0	-2%	13	-11
CN1C(=S)SC(C)(C)C1N(O)C(=O)Nc1ccc(Cl)cc1 (configuration not stated)	?	-3	8%	-8%	-1%	14%	-12	-2%	15	-19
Clc1ccc(-c2ccnc(Oc3cc(Cl)ccc3Cl)n2)cc1	12%	-8	2%	2%	0%	-2%	0	-1%	-7	3
CCN(Cc1ccccc1)Cc1nnnn1Cc1ccccc1	5%	0	-1%	-5%	2%	3%	0	8%	-12	-19
COc1ccccc1CN1CC(C(=O)N(Cc2cnn(C)c2)C(C)C)CCC1=O (configuration not stated)	-1%	-3	-3%	16%	-7%	2%	-1	-3%	?	-2
Cc1cccc(N2C(=O)C3CC3C2=O)c1 (configuration not stated)	7%	3	0%	3%	1%	0%	-1	1%	-19	4
Cn1nc(C(C)(C)C)cc1C(=O)Nc1nc2c(s1)C(=O)CC(C)(C)C2	0%	11	4%	-3%	·	4%	-2	-3%	-2	-13
O=C(NCCN1CCOCC1)c1cccc(S(=O)(=O)N2CCCC2)c1	6%	1	-3%	-1%	4%	-6%	·	-2%	1	21
COc1ccc(C2CC(=O)C(C=NCCN3CCOCC3)=C(O)C2)cc1 (configuration not stated)	-17%	-5	-5%	2%	6%	0%	-3	-1%	1	-8
N#CCc1ccc(Oc2ncccn2)cc1	0%	-6	-8%	16%	0%	-15%	1	3%	32[activator]	0
O=C(O)C1C2C=CC(C2)C1C(=O)OCC1CCCO1 (configuration not stated)	2%	-5	1%	-7%	-2%	·	-2	1%	9	4
Cc1cc(NC(=O)NCc2ccccc2)c(=O)n(Cc2ccccc2F)c1	0%	-22	-2%	0%	1%	-3%	-18	-1%	-25	-13
CCCCn1c(N)c(C(=S)NC(=O)CC(C)C)c(=O)n(C)c1=O	14%	5	-7%	7%	1%[46.1 µM]	-3%	-2	1%	-14	-6
COc1ccc(C2C(C(=O)N3CCCCC3)CCC(=O)N2c2cc(OC)c(OC)c(OC)c2)cc1 (configuration not stated)	-4%	2	-6%	-4%	1%[46.1 µM]	-1%	-1	-3%	-5	8
O=C(O)c1cc(N/C(=N\S(=O)(=O)c2ccc(F)cc2)c2ccccc2)ccc1O	0%	-34	0%	·	4%	3%	·	·	5	1
COc1ccc(CNC(=O)C(CCSC)NS(=O)(=O)c2ccccc2F)cc1 (configuration not stated)	?	2	1%	-10%	-1%	-2%	2	-4%	-6	-2
Clc1ccc(N2CCOCC2)nn1	?	3	-4%	-2%	18%	-4%	5	0%	-16	2
CSc1nc2c(cc1C#N)CCC2	12%	-5	-7%	-6%	5%	35%	1	4%	-12	0
COc1ccc(CNC(=O)Cc2c(C(=O)O)[nH]c3ccccc23)cc1	9%	1	2%	-7%	-6%	7%	7	2%	7	10
CC(Sc1n[nH]c(-c2cccs2)n1)C(=O)N1CCCC1 (configuration not stated)	0%	-1	0%	·	-10%	13%	·	·	14	51
O=C(NCCCN1CCN(c2ccccc2F)CC1)C1CCC(=O)N1C1CCCCC1 (configuration not stated)	8%	-5	-2%	6%	-3%	0%	-1	3%	18	5
COc1ccc(OC)c(NC(=O)CN(c2ccc(C)cc2)S(=O)(=O)c2c(C)noc2C)c1	?	-3	1%	-5%	3%	2%	-6	0%	-17	-9
COc1ccc(-c2cc(C(=O)N3CCN(c4ccccc4F)CC3)c3ccccc3n2)c(OC)c1	-2%	5	-2%	25%	-5%	7%	-2	-2%	14	-20
COc1ccc(OC)c(NC(=S)N2CCC(C(O)(c3ccccc3)c3ccccc3)CC2)c1	17%	3	0%	i	5%[46.1 µM]	-3%	3	0%	-3	-7
C(=C\c1ccccc1)/CSc1nnc(-c2cccnc2)o1	?	-19	-7%	1%	·	3%	-3	-2%	10	-3
Cc1ccc2c(C)nc(N/C(N)=N/S(=O)(=O)c3ccc([N+](=O)[O-])cc3)nc2c1	?	·	-1%	7%	-6%[46.1 µM]	3%	0	-2%	-23	-10
CC(=O)NC(=S)Nc1ccc(S(=O)(=O)N(C)Cc2ccccc2)cc1	1%	2	-17%	-5%	-3%	11%	0	0%	17	2
COC(=O)/C=C1\SC(=NC(=O)c2ccc(C)cc2)NC1=O	4%	12	6%	7%	4%	-6%	5	-2%	-1	4
O=C(OCC#CCSc1nnc(-c2cccc3ccccc23)o1)c1ccco1	1%&-6%	12	-19%&-6%	1%	1%	6%&2%	·	0%	6	-13&-19
Cc1cc(=O)oc2cc(NC(=O)c3c(Cl)cnn3C)ccc12	-5%	-15	0%	22%	-1%	-32%	·	-2%	16	-2
CC(=O)N1CCC(=NNS(=O)(=O)c2cccc([N+](=O)[O-])c2)CC1	?	1	3%	-1%	0%	·	0	3%	-16	22
COC(=O)c1ccc(NC(=O)COc2ccc([N+](=O)[O-])cc2)cc1	5%	-8	-9%	-4%	-3%	21%	1	1%	11	15
CCc1ccccc1NC(=O)CN(C)C(=O)COC(=O)c1cccnc1Cl	1%	2	-10%	·	-34%	3%	·	·	0	·
CC1(c2ccccc2)NC(=O)N(CC(=O)N2CCN(S(=O)(=O)c3c(F)cccc3F)CC2)C1=O (configuration not stated)	-2%	-6	3%	·	1%	-2%	·	·	6	·
CCOCCCNC(=O)CN1C(=O)/C(=C/c2ccccc2C)Sc2ccccc21	?	9	-15%	-6%	0%	2%	-1	-1%	9	-2
O=C(/C=C/c1ccco1)N1CCCC(c2ccccc2)C1 (configuration not stated)	?	·	0%	-10%	8%	0%	-3	0%	-1	19
CCOC(=O)C1=C(COC(=O)c2cccc(N(C)C)c2)NC(=O)NC1C (configuration not stated)	5%	2	0%	·	-7%	-1%	·	·	4	-7
CC(C)(C)C(=O)NCc1ccc(C(=O)CN2C(=O)NC3(CCCC3)C2=O)s1	?	2	-4%	·	2%	6%	·	·	6	-2
CCc1c(O)c(-c2ccccc2)c(=O)n(-c2ccccn2)c1-c1ccccc1	-3%	5	-5%	-1%	-6%	-4%	-17	-1%	-1	1
O=C(Nc1ccccc1)Nc1nnc(/C=C/c2ccccc2Cl)s1	17%	-1	9%	7%	3%[46.1 µM]	-1%	3	0%	11	-21
CCOc1ncccc1C(=O)OCC(=O)c1c(N)n(C)c(=O)n(C)c1=O	2%	3	2%	-6%	6%	6%	0	5%	8	3
Cc1nc2ccc(S(=O)(=O)N(C)CC(=O)NCc3ccc(N(C)C)cc3)cc2s1	7%	-1	-1%	1%	1%	-4%	·	-2%	19	-6
COc1cc(Br)cc2cc(C(=O)NCC3CCCO3)c(=O)oc12 (configuration not stated)	-1%	-1	1%	13%	3%	11%	1	5%	5	4
CCCc1nc2nc(C)c(NS(=O)(=O)c3ccc(C4CCCCC4)cc3)c(=O)n2[nH]1	?	-6	0%	15%	-1%	-6%	10	3%	15	-3
Cc1cc2occ(CC(=O)O)c2cc1C	1%	-3	2%	-6%	-2%	-4%	5	4%	-16	-20
COc1cc(CN2CCN(C(O)(c3ccccc3)c3ccccc3)CC2)cc(OC)c1OC	-5%	32	3%	-7%	3%	-11%	-2	1%	-15	7
COc1ccc(CCN2CC(C(=O)NCCc3cnn(C)c3)CCC2=O)cc1 (configuration not stated)	-10%	-10	1%	-9%	13%	4%	2	5%	29	7
(listing goes on)
SMILES	BCR signal inh	KCNH2 WT inh	Tb PFK block	CXXC DNA block	TCR act	A-T KAP1 phos	FBPA coupling cs	GALK inhibitor	Giardia killer	TSHR antagonist
CC(=O)Oc1ccc2c(=O)c(N3C(=O)c4ccccc4C3=O)c(C)oc2c1C	10%	-3	0%	19%	-65%	2%	0	-1%	-10	2
CCCC(=O)OCCNc1cc(SCCC(=O)OC)c2nonc2c1[N+](=O)[O-]	?	18	0%	5%	8%[46.1 µM]	-7%	-23	1%	-8	-3
CCc1cc2cc(C(=O)N3CCN(Cc4ccccc4)CC3)sc2s1	·	-2	·	0%	-1%	·	3	6%	-17	·
Cn1c(=O)c2c(nc(CN3CCN(C(=O)c4ccco4)CC3)n2CC(=O)C(C)(C)C)n(C)c1=O	?	-1	4%	-2%	-10%	3%	1	0%	6	-8
CCO[C@H]1OC(C(=O)N2CCOCC2)=C[C@@H](C)[C@@H]1CCCO	3%	10	-5%	-14%	-4%	-11%	-1	-2%	-24	-6
